# NCI-60 one-dose screen, 48 h, at 10 µM unless noted. Numbers give growth in % (100 = growth as untreated, 0 = no growth, -100 = all killed).
# NCI-H226: NCI-H226 lung cancer; 79,000 compounds, 3.5% hits; AID 1794732
# HCT-15: HCT-15 colon cancer. AID 1794746. 82,000 compounds, 5.2% hits
# NCI-H322M: NCI-H322M lung cancer | 80,000 compounds, 2.7% hits
# NCI/ADR-RES: NCI/ADR-RES ovarian cells; 81,000 compounds, 4.4% hits
# HCT-116: HCT-116 colon cancer; 82,000 compounds, 7.3% hits
# HT29: HT29 colon cancer. 81,000 compounds, 7.4% hits
# COLO 205: COLO 205 colon cancer | AID 1794742 | 79,000 compounds, 7.3% hits
# NCI-H460: NCI-H460 lung cancer; 82,000 compounds, 6.8% hits; AID 1794736
# NCI-H522: NCI-H522 lung cancer; 78,000 compounds, 8% hits; AID 1794739
# * hit, by the source's call; . = not tested or not shown; [ ] = another dose, or the depositor's remark. Rule for the calls: active = growth percent below 10; inactive = the rest.
SMILES,NCI-H226,HCT-15,NCI-H322M,NCI/ADR-RES,HCT-116,HT29,COLO 205,NCI-H460,NCI-H522
CCOC(=O)c1nnn(Cc2cc(=O)oc3ccc(Cl)cc23)c1C,92,99,92,105,89,94,110,99,89
CC(=O)N/C(=C/c1ccccc1)C(=O)O,94,99,94,91,96,100,106,110,91
Clc1ccc(-c2nnc(Cn3cc(-c4ccccc4)nn3)o2)cc1,93,101,101,95,99,101,102,99,87
O=C(C1=CNC(=S)NC1c1ccc(O)cc1)c1cc2ccccc2oc1=O (stereo not drawn),96,104,106,106,101,106,102,108,90
COc1cc(CNC(=O)/C=C/C=C/c2ccc3c(c2)OCO3)ccc1OCc1cn(-c2ccc(F)cc2)nn1,91,97,91,80,69,87,.,67,67
Cc1cc(N(CCCNc2ccnc3cc(Cl)ccc23)Cc2ccccn2)nc(N2CCCC2)n1,90,48,76,77,50,44,.,66,88
O=C(/C=C/C(=O)Nc1ccc(-n2nnc3cc(Cl)c(Cl)cc32)cc1)Nc1ccc(N2N=NC3C=C(Cl)C(Cl)=CC32)cc1 (stereo not drawn),86,87,91,103,83,90,101,94,81
c1ccc2cc(-c3ccnc(N4CCNCC4)n3)ccc2c1,90,74,86,87,76,70,59,81,83
CCC(=O)OC1=CN2C(=NC(c3ccc(N)cc3)=CC2c2ccc(Cl)cc2)S1 (stereo not drawn),98,90,96,105,26,81,112,104,92
COc1cccc2cc(N(C)c3ncnc4ccccc34)ccc12,46,11,48,8.4*,8.1*,2.8*,-14*,4.6*,-9.7*
O=C1C(Cl)=C(Cl)C(=C2C(Cl)=C(Cl)C(=O)C(Cl)=C2Cl)C(Cl)=C1Cl,97,87,119,102,101,105,120,93,93
CCCCCCCCCCCCCCCCCC(=O)OCCCCCCC,90,96,109,.,118,102,110,109,107
COc1cc(-c2cc3ncccc3c3nc(OCCN(C)C)c4cccnc4c23)cc(OC)c1OC,-5.4*,23,18,5.3*,-22*,10.0*,3.7*,-51*,7.5*
CC(=O)NC1=C(C#N)C(c2ccccc2)c2ccc3ccccc3c2O1 (stereo not drawn),80,60,81,63,81,93,87,91,16
CCC(=O)c1c(C(=O)OC)c(C(=O)OC)c2ccc3c4ccccc4ccc3n12,81,97,97,92,103,102,113,102,95
CN1CCN(Cc2ccc(NC(=O)c3ccc(C#N)c(C#Cc4cnc(N)c5ncccc45)c3)cc2C(F)(F)F)CC1,59,1.9*,97,94,-11*,4.3*,78,22,98
COc1cc(C2CC(=O)Nc3ncn(-c4ccc(F)cc4)c32)cc(OC)c1O (stereo not drawn),102,100,101,109,99,95,117,111,99
Nc1ccc(C2=NN(c3ccccc3)C(c3ccc(Cl)cc3)C2)cc1 (stereo not drawn),91,49,88,90,-57*,20,101,99,23
N#Cc1cccc(-c2nc(N3CCOCC3)c3ccccc3n2)c1,85,96,84,98,90,87,105,102,77
Cc1cccc(C)c1NC(=O)NS(=O)(=O)c1ccccc1,95,104,101,101,106,115,100,102,113
COc1cc(OC)c(/C=C/S(=O)(=O)Cc2ccc(OC)c(NCC(=O)NO)c2)c(OC)c1,26,13,46,7.6*,3.2*,5.8*,-68*,11,3.7*
CCc1c(Cl)nc(N)nc1Nc1ccc(Br)cc1,86,89,90,94,103,88,108,105,88
CC(=O)Nc1nc(-c2n[nH]c(=S)n2-c2ccc(Cl)cc2)cs1,.,97,102,106,103,88,.,109,81
Cn1cnc([N+](=O)[O-])c1N=C(N)N,100,102,115,89,76,107,114,114,88
Cc1c(Cl)cccc1N=Cc1ccc2c(c1)OCO2,125,110,116,106,100,105,108,112,95
Cn1ccnc1C(=O)/C=C/C=C/c1ccc(C(=O)Nc2ccc(F)cc2)cc1,55,-37*,61,27,-36*,0.0*,33,34,4.7*
O=C(NCCN1CCOCC1)NCN1C(=O)c2cccc3cccc(c23)C1=O,99,103,106,94,95,99,101,106,81
O=C1/C(=C2\SC(=S)N(C3CCCCCCC3)C2=O)SC(=S)N1C1CCCCCCC1,111,106,106,106,100,97,112,109,94
CC(=O)Nc1ccc(/C(N=Nc2ccccc2)=N/N=C(N)N)cc1,82,85,86,100,89,98,99,89,85
Cc1ccc([N+](=O)[O-])c(C)n1,106,98,101,115,104,108,111,112,99
CCOC(=O)c1c(N)sc(-c2nc3ccccc3s2)c1C,79,94,96,98,92,107,101,99,95
Cc1cc(-c2ccccc2)n2[nH]cc(C)n(-c3ccccc3)nc2c1C#N,91,108,105,104,90,97,104,99,81
CCCC(NC(=O)C(C)NC(=O)c1cccc(N2C(=O)/C(=C/c3ccccc3)SC2=S)c1)C(=O)O (stereo not drawn),94,100,103,103,99,106,109,100,92
CC(=N\O)/C(=N/O)c1ccccc1,94,107,119,106,103,111,109,103,112
COc1ccc(-c2nc3c(c(-c4ccc(Cl)cc4)nn3-c3ccccc3)c(-c3ccccc3)c2C#N)cc1,97,109,102,108,101,101,118,104,96
ON=C1/C(=N\O)CCC/C1=N/O,111,81,84,101,95,107,119,89,89
CNC(=O)c1c(NC(=O)c2ccc(F)cc2F)sc2c1CCC(=O)C2,16,-2.5*,33,5.7*,7.0*,13,-74*,1.9*,-10*
Cc1ccc(S(=O)(=O)N=N/C=C2/C=CC=CN2O)cc1,.,104,119,104,102,107,112,108,97
CCCCCCCCn1cc[n+](C)c1,76,111,96,95,62,70,98,102,73
CC1=C(C=C(Cl)Cl)CC(=O)C=C1,110,106,95,104,102,100,117,109,95
Cc1ccc(NC(=O)c2[nH]c(SCCN(C)C)nc2-c2ccc(F)cc2)cc1C#Cc1cnc2cccnn12,56,-20*,48,11,-64*,-15*,81,-69*,1.5*
C/C(=N/NC(=S)Nc1ccccc1)c1nc2ccc(Cl)cc2[nH]1,-42*,0.6*,-40*,-13*,-27*,-88*,-89*,-67*,-93*
O=C(CSc1nc2c(c(=O)[nH]1)CCCC2)NNC(=O)c1ccc([N+](=O)[O-])cc1,103,109,107,105,106,107,121,108,99
O=C(CCN1CCCC1)c1ccc(Br)cc1,108,100,129,102,104,103,102,107,93
COc1cc(-c2noc(-c3cccc(N)c3)n2)cc(OC)c1OC,96,84,99,95,92,98,101,99,85
CC(=O)Oc1cc(O)oc(=O)c1,105,103,104,106,99,106,114,110,95
CCCS(=O)(=O)Oc1ccc(NC(=O)C23CC4CC(CC(C4)C2)C3)cc1,96,93,105,98,95,52,117,101,94
N#Cc1cnn(C(=O)c2ccccc2Br)c1NC(=O)c1cccc(Cl)c1,110,103,102,107,110,99,108,103,95
COc1ccc(OC)c(/C=C/c2nc(SC)n(-c3ccccc3)n2)c1,87,93,108,.,84,104,102,95,82
COc1cc(C2=NOC(c3ccc(N(C)C)cc3)C2)cc(OC)c1OC (stereo not drawn),88,99,97,79,94,103,117,107,86
Fc1cc(-c2ncc(-c3cc(F)c(F)c(F)c3)c(NC3CCCCCC3)n2)cc(F)c1F,96,97,102,106,101,115,115,102,120
CN1/C(=C/C=N/NC(=O)c2ccc(=O)n(C)c2)C(C)(C)c2ccccc21,102,97,113,84,107,105,109,108,100
Clc1ccc2nc(-c3cccs3)[nH]c2c1,.,97,107,108,115,97,96,104,85
O=C(Nc1nc2ccccc2c2c(=O)c3cc(Cl)ccc3sc12)c1ccccn1,87,60,89,91,101,100,101,76,87
O=C1c2c(nc3ccccn23)N=C(c2ccccc2)N2CCC[C@@H]12,95,94,106,98,98,114,99,103,127
C=CCOC(=O)c1ccc(OC)cc1,86,101,105,103,98,115,103,108,104
COc1cc(-c2nc3occn3c2-c2ccnc(NCCCNS(=O)(=O)c3ccc(O)cc3)n2)ccc1F,97,114,113,104,86,66,45,102,72
COc1ccc2c(c1)/C(=C/c1ccc(OCC(=O)Nc3ccccc3)cc1)C(=O)N2,94,95,96,99,104,112,116,102,104
Clc1cc(Cl)c(Cl)c(-c2nnc(-c3cccc(Cl)c3Cl)o2)c1,117,106,99,102,87,96,99,103,85
CCOC(=O)c1cc(C(=O)c2ccc(OC)cc2)n2ccc(/C=C/c3ccncc3)cc12,101,104,104,104,98,100,110,101,94

# Entries of single compounds, looked up by structure:
# Clc1ccc2nc(-c3cccs3)[nH]c2c1 is entered as NCI-H226 = .; HCT-15 = 97; NCI-H322M = 107; NCI/ADR-RES = 108; HCT-116 = 115; HT29 = 97; COLO 205 = 96; NCI-H460 = 104; NCI-H522 = 85
# COc1ccc(OC)c(/C=C/c2nc(SC)n(-c3ccccc3)n2)c1 is entered as NCI-H226 = 87; HCT-15 = 93; NCI-H322M = 108; NCI/ADR-RES = .; HCT-116 = 84; HT29 = 104; COLO 205 = 102; NCI-H460 = 95; NCI-H522 = 82
# Fc1cc(-c2ncc(-c3cc(F)c(F)c(F)c3)c(NC3CCCCCC3)n2)cc(F)c1F is entered as NCI-H226 = 96; HCT-15 = 97; NCI-H322M = 102; NCI/ADR-RES = 106; HCT-116 = 101; HT29 = 115; COLO 205 = 115; NCI-H460 = 102; NCI-H522 = 120

# Other entries:
SMILES,NCI-H226,HCT-15,NCI-H322M,NCI/ADR-RES,HCT-116,HT29,COLO 205,NCI-H460,NCI-H522
CN(C)CCC(CCN(C)C)c1ccccn1,110,102,113,100,103,115,109,103,105
CN(C)c1nc2ccccc2c2c1c1c(n2Cc2ccccc2)-c2ccccc2C1=O,62,80,67,77,47,51,75,70,57
O=C(c1ccc(O)c(Br)c1)c1ccc(O)c(Br)c1,109,104,113,105,101,114,112,111,115
C=CCOC(=O)[C@@H]1CCCN1C(=O)CNC(=O)OC(C)(C)C,110,104,101,110,100,98,113,110,94
CCCCCCCCCCCC(C)O (stereo not drawn),.,105,105,105,100,105,111,106,97
CS(=O)(=O)c1ccc(C(=O)N/N=C/c2ccccc2)cc1,100,106,96,103,97,91,101,104,58
CC(=O)Nc1nc(-c2n[nH]c(=S)n2-c2ccccc2)cs1,.,103,94,100,103,107,.,107,103
COc1ccc(C2=NN(C)C(=O)C3(CCCCC3)C2)cc1,102,97,103,106,111,109,121,106,108
O=C1CC2OCCC3=CN4CCC56c7ccccc7N1C5C2C3CC46 (stereo not drawn),101,108,.,110,101,103,100,100,.
CC(=O)CC(C)(C)NNC(N)=S,107,115,111,108,101,101,103,111,.
Fc1cc(CCOc2ncc(Cl)c(-n3cnc4ccccc43)n2)ccn1,95,96,101,93,86,105,114,100,86
Cc1nc(N)[nH]c(=O)c1[N+](=O)[O-],97,97,101,104,101,101,124,114,91
Nc1nc2c(C(=O)Nc3ccc(Br)cc3)c(Nc3ccccc3)nn2cc1-c1nc2ccccc2s1,100,98,101,115,99,109,109,115,97
O=C(Nc1cccc(Cl)c1)C1=NCCCCN1,99,102,107,100,108,110,118,107,90
C#Cc1cccc(Oc2ccccc2NC(=O)CCl)c1,89[8.25 µM],86[8.25 µM],98[8.25 µM],103[8.25 µM],81[8.25 µM],78[8.25 µM],115[8.25 µM],106[8.25 µM],37[8.25 µM]
O=C1c2ccccc2N=C(NO)[C@@H]2CCCN12,88,103,102,101,98,95,105,107,80
NNC(=S)N/N=C/c1ccco1,104,94,107,101,92,112,109,109,.
CO[C@H]1[C@H](n2ccc(=O)[nH]c2=O)O[C@](F)(CO)[C@H]1O,.,97,84,101,81,83,105,104,68
N/C(=N\c1sc(-c2ccccc2)nc1-c1ccccc1)c1ccccc1,96,56,94,88,66,54,98,107,83
COc1ccc(/C=C2\SC(=N)N(c3ccccc3OC)C2=O)cc1,92,96,106,.,104,91,105,100,93
CC(=O)[C@@H]1CC[C@]2(C#N)CC[C@]3(C)[C@H](CC[C@@H]4[C@@](C)(CCC#N)[C@H](C(C)=O)CC[C@]43C)[C@@H]12,76[100 µM],80[100 µM],80[100 µM],88[100 µM],46[100 µM],45[100 µM],104[100 µM],60[100 µM],62[100 µM]
O=C(Nc1ccccc1O)c1ccc(Nc2ccnc(C(F)(F)F)c2)cc1,96,104,124,88,102,108,145,99,86
Cc1ccc(N2C(=O)CC(Sc3ccccc3N)C2=O)cc1 (stereo not drawn),84,99,114,95,93,94,113,101,87
O=C(O)c1ccc([N+](=O)[O-])cc1C(=O)O,99,105,112,109,103,109,109,113,102
CC(C(=O)c1ccccc1)c1ccccc1 (stereo not drawn),108,112,96,106,101,96,117,106,80
CCOC(=O)c1cc(C#N)n2c1ccc1c3cccnc3ccc12,96,93,95,94,87,98,94,99,87
CC(C)NS(=O)(=O)/N=C1\NC(=O)NC1=C(Cl)Cl,95,86,103,99,102,99,113,99,54
CCOC(=O)c1ccc2c(c1)NC(=O)[C@H]1CCCN21,104,104,92,99,104,106,106,105,83
O=C(O)c1ccc(-n2cc(/C=N/Nc3ccccc3)c(-c3cc4ccccc4oc3=O)n2)cc1,92,112,93,102,89,106,112,104,79
O=C(O)C1CC1(Cl)Cl (stereo not drawn),.,99,104,102,97,109,122,104,97
O=C(Nc1ccc(Cl)cn1)c1cccc(N2C(=O)/C(=C/c3cccc(F)c3)SC2=S)c1,91,107,102,104,101,103,117,101,96

# By substructure: the compounds so far containing an aryl thioether with sulfur outside any ring.
SMILES,NCI-H226,HCT-15,NCI-H322M,NCI/ADR-RES,HCT-116,HT29,COLO 205,NCI-H460,NCI-H522
Cc1ccc(NC(=O)c2[nH]c(SCCN(C)C)nc2-c2ccc(F)cc2)cc1C#Cc1cnc2cccnn12,56,-20*,48,11,-64*,-15*,81,-69*,1.5*
O=C(CSc1nc2c(c(=O)[nH]1)CCCC2)NNC(=O)c1ccc([N+](=O)[O-])cc1,103,109,107,105,106,107,121,108,99
COc1ccc(OC)c(/C=C/c2nc(SC)n(-c3ccccc3)n2)c1,87,93,108,.,84,104,102,95,82
Cc1ccc(N2C(=O)CC(Sc3ccccc3N)C2=O)cc1 (stereo not drawn),84,99,114,95,93,94,113,101,87
